MRP resist rev: compounds reversing MRP-mediated drug resistance; AID 602; hit rate 0.04% among 85,000; H69AR cells + 2 uM doxorubicin, CellTiter-Glo, 72 h; differential viability (reversal), % at 10 µM;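 active = viability drop by adding the cancer drug above about 55%, with treated viability meeting a 40% cutoff, limit read from the data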;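 also: viability without doxorubicin minus viability with 2 µM doxorubicin for each compound; larger differential means the compound sensitizes cells more to doxorubicin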
Bcl-B TR3 displacers: displacers of TR3 peptide from Bcl-B, primary screen, selectivity assay for Bfl-1 inhibitor project, biochemical, fluorescence polarization; FP displacement of FITC-TR3 peptide from Bcl-B; higher % means a stronger effect; displacement, % at 20 µM, or IC50 in µM where a hit was titrated; hit rate 0.11% among 96,000;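 active = displacement above 50% at 20 µM plus a fluorescence interference ratio under 1.5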;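 also: plate controls were wells without compound for no effect and wells lacking Bcl-B protein for full effect; a part of the inactive calls stands beside numbers as strong as those of hits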
NFkB transloc pot: enhances IL-1B driven NFkB nuclear translocation. HUVEC IL-1B NFkB p65 nuclear translocation imaging. activation, % at 2 µM. hit rate 0.3% among 94,000. AID 819;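 active = activation above 40%, about the mean plus 3 SD, also judged a hit on visual image review; inconclusive = activation above 40% but not a hit on visual review; inactive = activation not above 40% and no visual hit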;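 also: percent activation is computed from the nuclear over cytoplasmic p65 intensity ratio; values of inactives mirror those of a sister screen read the other way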
IL1B NFkB inh: blocks IL-1B driven NFkB nuclear translocation in HUVEC cells; hit rate 0.43% among 94,000; inhibition, % at 2 µM; HUVEC IL-1B NFkB p65 nuclear translocation imaging; AID 796;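 active = inhibition above about 30% together with a positive call from visual inspection of the well image, limit read from the data; inconclusive = inhibition above a set limit but visual check negative; inactive = inhibition not above a set limit, visual check negative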;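 also: nuclear over cytoplasmic p65 intensity ratio measured by imaging; 0% = IL-1B stimulated DMSO wells and 100% = unstimulated DMSO wells; values of inactives mirror those of a sister screen read the other way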
PLAP inhibitors HTS: PLAP enzyme inhibitors, biochemical, luminescence, HTS (AID 690); purified PLAP, luminescent substrate; higher % means a stronger effect; inhibition, % at 20 µM; hits with a dose series show IC50 in µM; hit rate 0.08% among 96,000; in the data active = a potency from the dose series; inactive = the rest, 99 in 100 with inhibition below about 30%; also: strong numbers were not always called active
MRP resist rev cytotoxicity: further read-out of MRP resist rev, marked with its call; viability, %; H69AR cells, CellTiter-Glo, 72 h; measured here: cytotoxicity without doxorubicin
MRP resist rev with doxorubicin: further read-out of MRP resist rev, marked with its call; viability, %; measured here: viability with 2 uM doxorubicin; stronger effect = lower value
IL1B NFkB inh cell count 2 µM: recorded beside IL1B NFkB inh, whose call it bears; cell count; measured here: cells passing quality filter;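 raw number of nuclei counted in each imaged well without normalization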
NFkB transloc pot cell count 2 µM: second read-out of NFkB transloc pot, no call of its own (marks repeat the call); cell count; measured here: cells passing quality filter
* hit, by the source's call; ? = inconclusive; / = no result given. The list is partial; count on the stated rates, not on these rows.

Below each SMILES – MRP resist rev, MRP resist rev cytotoxicity, MRP resist rev with doxorubicin, Bcl-B TR3 displacers, NFkB transloc pot, NFkB transloc pot cell count 2 µM, IL1B NFkB inh, IL1B NFkB inh cell count 2 µM, PLAP inhibitors HTS
- CCCn1c(=O)c2ccccc2n2c(SCc3nnc(-c4ccccc4Br)o3)nnc12
→ 19, 46, 27, 4%, -8, 196, 8, 196, -60%
- O=C(Nc1nc2c(s1)CCCC2)C1COc2ccccc2O1 (centres undefined)
→ -1, 87, 87, 2%, -2, 47, 2, 47, -9%
- CC1CCCN(C(=O)c2ccc(CNc3c(N4CCCCC4)c(=O)c3=O)cc2)C1 (centres undefined)
→ /, /, /, 15%, 3, 182, -3, 182, 1%
- COc1ccc(C(c2nnnn2Cc2ccccc2)N2CCN(c3nc4ccccc4s3)CC2)cc1OC (centres undefined)
→ 32, 95, 63, /, 5, 163, -5, 163, /
- CC(=O)OC(C(=O)NC1CCCCC1)c1ccc(C)cc1 (centres undefined)
→ 17, 81, 64, -5%, 1, 154, -1, 154, -9%
- Cc1cc(C(=O)OCC(=O)NCCc2ccccc2)c(C)o1
→ -7, 93, 100, 2%, 5, 166, -5, 166, -4%
- O=C(c1cc(-c2ccc3c(c2)OCO3)on1)N1CCOCC1
→ /, /, /, 6%, 13, 139, -13, 139, 6%
- CCOC(=O)c1c(-c2cccs2)csc1NC(=O)CSc1ncn[nH]1
→ -2, 65, 67, 0%, 5, 104, -5, 104, -6%
- COc1ccc(C)cc1S(=O)(=O)N(CC(=O)N1CCCC1)c1ccccc1
→ -1, 96, 97, -4%, -5, 118, 5, 118, -3%
- O=C(NC1CSC/C1=N\O)c1ccccc1 (centres undefined)
→ 17, 101, 84, -8%, 7, 187, -7, 187, 14%
- Cc1cccc(C)c1NC(=O)NC1(C(=O)NCCCN2CCOCC2)CCCCC1
→ -7, 81, 88, /, -6, 86, 6, 86, /
- CCCOc1ccc(/C(O)=C2\C(=O)C(=O)N(CCCOC)C23C(=O)N(C)c2ccccc23)cc1 (centres undefined)
→ -12, 96, 108, -11%, /, /, /, /, -74%
- O=C(c1ncc[nH]1)c1ccco1
→ 14, 99, 84, 2%, /, /, /, /, 1%
- CC(C)CNS(=O)(=O)c1ccc(CCC(=O)O)cc1
→ 29, 102, 73, -5%, 5, 90, -5, 90, -6%
- Cc1ccc(-n2c(CSc3nc(C)cc(C)n3)nnc2SCC(=O)NCc2ccco2)cc1
→ /, /, /, 3%, -5, 182, 4, 182, -44%
- CCOC(=O)c1cc(C)sc1NC(=O)CCC(=O)O
→ -10, 98, 108, 6%, 8, 155, -8, 155, -30%
- CCCCn1c(=O)[nH]c2ccccc21
→ -2, 96, 98, 2%, -4, 85, 4, 85, 17%
- COc1cccc2cc(C(=O)Nc3cccc(C)n3)c(=O)oc12
→ 4, 99, 95, 15%, /, /, /, /, 6%
- CCOCCn1c(N2CCN(c3ccccc3)CC2)nc2c1c(=O)n(C)c(=O)n2C
→ -15, 100, 115, 4%, /, /, /, /, -53%
- Cc1cc2nc(C)n(CCCNC(=O)Nc3ccc(F)cc3)c2cc1C
→ 18, 88, 69, 6%, 0, 207, 0, 207, -127%

Fetched by compound from the entries so far (5):
Below each SMILES – MRP resist rev, MRP resist rev cytotoxicity, MRP resist rev with doxorubicin, Bcl-B TR3 displacers, NFkB transloc pot, NFkB transloc pot cell count 2 µM, IL1B NFkB inh, IL1B NFkB inh cell count 2 µM, PLAP inhibitors HTS
- COc1ccc(C)cc1S(=O)(=O)N(CC(=O)N1CCCC1)c1ccccc1
→ -1, 96, 97, -4%, -5, 118, 5, 118, -3%
- Cc1ccc(-n2c(CSc3nc(C)cc(C)n3)nnc2SCC(=O)NCc2ccco2)cc1
→ /, /, /, 3%, -5, 182, 4, 182, -44%
- Cc1cc(C(=O)OCC(=O)NCCc2ccccc2)c(C)o1
→ -7, 93, 100, 2%, 5, 166, -5, 166, -4%
- CCCCn1c(=O)[nH]c2ccccc21
→ -2, 96, 98, 2%, -4, 85, 4, 85, 17%
- CCOC(=O)c1cc(C)sc1NC(=O)CCC(=O)O
→ -10, 98, 108, 6%, 8, 155, -8, 155, -30%

The listing picks up, repeating the 3 entries before the break.
Below each SMILES – MRP resist rev, MRP resist rev cytotoxicity, MRP resist rev with doxorubicin, Bcl-B TR3 displacers, NFkB transloc pot, NFkB transloc pot cell count 2 µM, IL1B NFkB inh, IL1B NFkB inh cell count 2 µM, PLAP inhibitors HTS
- COc1cccc2cc(C(=O)Nc3cccc(C)n3)c(=O)oc12
→ 4, 99, 95, 15%, /, /, /, /, 6%
- CCOCCn1c(N2CCN(c3ccccc3)CC2)nc2c1c(=O)n(C)c(=O)n2C
→ -15, 100, 115, 4%, /, /, /, /, -53%
- Cc1cc2nc(C)n(CCCNC(=O)Nc3ccc(F)cc3)c2cc1C
→ 18, 88, 69, 6%, 0, 207, 0, 207, -127%
- COC(=O)C1=C(C)NC(=O)/C1=C\c1ccc2c(c1)OCO2
→ /, /, /, 11%, -3, 101, 3, 101, 2%
- Fc1cccc(Cl)c1CNC(c1ccccc1)c1ccccc1
→ /, /, /, -3%, -6, 153, 6, 153, 8%
- NC(=O)c1cc(-c2ccccc2)nc(N2CCCCCC2)n1
→ -28, 45, 73, -5%, /, /, /, /, -4%
- N/C(=N\c1nc2ccccc2o1)NC(=O)c1ccc(F)cc1
→ /, /, /, -15%, 21, 201, -21, 201, 7%
- Cc1nc(SCC(=O)Nc2ccccc2C(F)(F)F)c(C#N)c(C)c1CC(=O)c1ccc(Br)cc1
→ /, /, /, -17%, 25, 143, -25, 143, 17%
- CC1CCCCC1NC(=O)C1CCCN1S(=O)(=O)c1cccc2nsnc12 (centres undefined)
→ 9, 100, 91, 8%, 27, 207, -27, 207, -65%
- Cc1cccc(C(=O)NC2CCN(CC(=O)N3CCOCC3)CC2)c1
→ 8, 97, 90, 4%, -3, 197, 3, 197, -11%
- CC(=O)NC(CCS(C)(=O)=O)C(=O)Nc1cccc2ccccc12 (centres undefined)
→ -3, 92, 95, 2%, 16, 60, -16, 60, 6%
- CC(C)Nc1nc(NC(C)C)nc(Oc2ccc(/C=N/O)cc2)n1
→ -11, 97, 108, 12%, 17, 94, -17, 94, /
- CCCCCOc1ccccc1C(=O)NCCCC(=O)O
→ 3, 101, 98, 1%, /, /, /, /, -10%
- O=C(CC1CCCCC1)Nc1ncn[nH]1
→ -11, 86, 97, -10%, 1, 133, -1, 133, -270%
- CCCCNC(=O)n1c(=O)oc2ccc(Cl)cc21
→ -14, 66, 80, 0%, -5, 162, 5, 162, 4%
- CCOC(=O)c1sc(NC(=O)CSc2nnc(Cc3ccccc3)o2)c(C(=O)OCC)c1C
→ 2, 75, 73, -8%, 18, 173, -18, 173, -44%
- CS(=O)(=O)N1CCN(CC2CC3C=CC2C3)CC1 (centres undefined)
→ 19, 104, 84, -3%, 8, 150, -8, 150, 8%
- C=CCc1ccccc1OCC(O)CN(C(C)C)C(C)C (centres undefined)
→ 0, 81, 81, -14%, 21, 140, -21, 140, -6%
- CC1(C)Cc2c(C#N)c(NCCN3CCOCC3)nc(-c3ccco3)c2CO1
→ -4, 81, 85, -7%, -40, 81, ?, /, -68%
- CCn1cc(C(=O)N2CCN(C(=O)c3ccco3)CC2)c2cc(OC)c(OC)cc2c1=O
→ 13, 96, 83, -4%, -7, 130, 7, 130, -17%
- CCOC(=O)c1ccccc1NC(=O)Cn1cnc2c(cnn2-c2ccc(OC)cc2)c1=O
→ 0, 61, 61, /, 9, 141, -9, 141, /
- Cc1ccc(C)c(Nc2c([N+](=O)[O-])cc(C(=O)N3CC(=O)Nc4ccccc43)cc2[N+](=O)[O-])c1
→ /, /, /, -2%, 2, 132, -2, 132, -16%
- CC(C)C12CN3CC(C(C)C)(CN(C1)C3c1ccc3c(c1)OCO3)C2=O (centres undefined)
→ 20, 98, 77, -2%, 22, 149, -22, 149, 9%

(list continues)
canonical_smiles	MRP resist rev	MRP resist rev cytotoxicity	MRP resist rev with doxorubicin	Bcl-B TR3 displacers	NFkB transloc pot	NFkB transloc pot cell count 2 µM	IL1B NFkB inh	IL1B NFkB inh cell count 2 µM	PLAP inhibitors HTS
CCCS(=O)(=O)c1c(S(=O)(=O)CCC)c2c(C)cccn2c1C(=O)OC	-20	52	72	-3%	20	163	-20	163	-9%
COc1ccccc1OCc1ccc(C(=O)Nc2ccncc2)o1	3	98	95	-5%	-6	95	6	95	-19%
COc1cc(Cl)c(C)cc1NC(=O)CSC	4	99	95	-3%	1	112	-1	112	-18%
O=S(=O)(Cc1ccccc1)N1CCCC1	-43	62	106	-1%	19	146	-19	146	1%
C=CCOc1c(CNc2ccc(S(N)(=O)=O)cc2)cccc1OC	-3	95	98	/	11	140	-11	140	/
Cc1ccc(C(=O)N/C(=C/c2cccs2)C(=O)N2CCCCCC2)cc1	3	87	84	5%	12	125	-12	125	-8%
CCn1c(SCC(=O)Nc2cc(NC(C)=O)ccc2OC)nnc1-c1ccccn1	1	76	75	/	-9	73	9	73	/
Cc1ccc(C(=O)CC2SC(N)=NC2=O)cc1 (centres undefined)	/	/	/	-4%	17	103	-17	103	19%
CCC(=O)N1CCN(c2ccc(NC(=O)c3cc4ccccc4o3)cc2Cl)CC1	-8	10	18	-5%	-5	167	5	167	-36%
CSc1ccc(Cc2ccc(Cl)cc2Cl)nn1	/	/	/	-5%	-1	161	1	161	-3%
Cn1c(=O)[nH]c(=O)c2c1nc(N1CCCCCC1)n2CCSc1nc2ccccc2[nH]1	-15	83	98	20%	22	113	-22	113	-43%
CCCCC(=O)N(c1ccc(C)c(C)c1)C1C=CS(=O)(=O)C1 (centres undefined)	3	68	65	-9%	25	124	-25	124	-4%
O=C(Nc1nn(Cc2ccc(Cl)cc2)cc1Br)c1ccc(COc2ccccc2Cl)o1	/	/	/	-2%	-5	159	5	159	23%
COc1ccc(/C=C(/C#N)C(=O)Nc2cc(C)ccc2C)cc1C(=O)O	/	/	/	-2%	-1	120	1	120	-8%
Cc1ccc(S(=O)(=O)N(C)CC(=O)Nc2ccncc2)cc1	-16	61	77	-7%	26	139	-26	139	28%
Cc1ccc(-n2c(=O)[nH]c3cc(C(=O)NC4CCN(Cc5ccccc5)CC4)ccc3c2=O)cc1	/	/	/	4%	2	189	-2	189	-16%
COc1cccc(CN2CCCC(C(=O)N3CCCCC3)C2)c1OC (centres undefined)	/	/	/	3%	0	117	0	117	-23%
COc1cc(/C=C2\SC(c3ccc(C)cc3)=NC2=O)cc(OC)c1O	/	/	/	-10%	20	107	-20	107	32%
O=C(N/N=C/c1ccc(O)c(O)c1)C1c2ccccc2Oc2ccccc21	/	/	/	-3%	-7	142	7	142	-4%
CCCn1c(CCC(=O)O)ccc1-c1ccc(OC)cc1	-16	61	77	-7%	15	107	-14	107	-33%
CCn1c(SCC(=O)c2ccc(C)cc2)nnc1-c1ccoc1C	-3	85	89	2%	-1	152	0	152	-42%
NC(=O)CN1C(=O)C2C3c4ccccc4C(c4ccccc43)C2C1=O (centres undefined)	6	94	88	1%	-15	181	15	181	-1%
O=C(N/N=C1\CCCc2ccccc21)c1ccccc1[N+](=O)[O-]	-9	86	95	/	-1	125	1	125	/
CC1CCCN(CCC(=O)Nc2ccc(Br)cc2)C1 (centres undefined)	14	101	87	/	32	149	-32	149	/

Taken from above.
O=S(=O)(Cc1ccccc1)N1CCCC1 in MRP resist rev with doxorubicin is entered as 106
COc1cc(Cl)c(C)cc1NC(=O)CSC in MRP resist rev with doxorubicin is entered as 95

Compound activity deposited in PubChem BioAssay by several laboratories.
